# KCNH2 3.1 block – inhibitors of human KCNH2 3.1 potassium channel isoform | U2OS KCNH2 3.1, thallium flux FluxOr; hits give low values | activity change, % (tested at about 1.8 µM) | 340,000 tested, 0.95% active | AID 720553;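 active = maximum activity change below -70%; inconclusive = maximum activity change from -70% to -50%; inactive = maximum activity change above -50%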;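 note: thallium influx rate constant from kinetic fluorescence after stimulation buffer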
#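 Channel expression came from 3.1 mutant virus (1.77 x 10^8 /mL) applied to suspended U2OS cells for 4 h. Flux was tracked with FluxOr dye plus Red40 quencher, and kinetic rate constants normalized to controls.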
# GALK inh – inhibitors of human galactokinase | Purified GALK, Kinase-Glo residual ATP luminescence | Potency, µM (series often up to 57.5 µM), for the others: top-dose activity change, negative = inhibition, most hits filed as inhibitors | 270,000 tested, 0.007% active | AID 1868; note: potency is the fitted concentration of half-maximal effect
# Target sequence (P51570 whole entry, looked up): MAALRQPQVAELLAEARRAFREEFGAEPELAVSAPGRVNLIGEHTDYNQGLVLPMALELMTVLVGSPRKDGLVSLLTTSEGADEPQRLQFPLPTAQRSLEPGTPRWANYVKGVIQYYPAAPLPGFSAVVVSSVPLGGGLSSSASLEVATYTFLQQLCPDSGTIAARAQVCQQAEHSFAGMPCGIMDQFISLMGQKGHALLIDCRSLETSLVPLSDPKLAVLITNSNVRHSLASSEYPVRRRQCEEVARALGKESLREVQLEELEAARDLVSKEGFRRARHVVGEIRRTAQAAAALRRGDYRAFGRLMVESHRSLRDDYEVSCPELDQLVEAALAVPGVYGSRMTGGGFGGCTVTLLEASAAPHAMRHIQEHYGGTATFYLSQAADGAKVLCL
#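 5 nM enzyme, 35 uM ATP, 100 uM galactose, 20 mM HEPES pH8.0, 5 mM MgCl2; 1 h RT; residual ATP by Kinase-Glo Plus luminescence, qHTS format.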
# Eya2 phos inh – inhibitors of human Eya2 phosphatase activity. O00167. recombinant Eya2, OMFP fluorescence dephosphorylation (OMFP is methylfluorescein phosphate). Potency, µM (series often up to 76.9 µM), inactives show top-dose activity, negative = inhibition, usual class: inhibitors. 330,000 tested, 0.006% active. AID 488837; note: potency is the fitted concentration of half-maximal effect
#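 Eya2 (0.2 uM) preincubated 10 min at ambient with compound, then OMFP substrate added at 50 uM; 10 min reaction in 50 mM HEPES pH 7.5, 50 mM NaCl, 5 uM MgCl2, 0.05% BSA, 1 mM DTT. Fluorescence read at Ex 485/Em 525 nm.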
# uPA generation – blocks generation of uPA at the cell surface. cell surface uPA generation assay, qHTS. 330,000 tested, 0.31% active. AID 540303. Potency, µM (top dose mostly 38.3 µM), without a hit: at the highest dose activity change, negative = inhibition, actives largely listed as inhibitors; active = well fitted inhibition curve with a large enough effect; inconclusive = small, poorly fitted or top-dose-only effect; inactive = no such curve, though single readings can be large or run the other way; tested in mouse RAW 264.7 cells; note: potency is the fitted concentration of half-maximal effect; nearly all actives have a fitted effect of over 55% in size
# BCR signal inh – blocks chronic active B-cell receptor signaling. 340,000 tested, 0.05% active. AID 493014. Potency, µM (doses to about 46.1 µM), for inactives: at the highest dose ratio change, negative = lower green/red ratio, most hits filed as inhibitors. ABC-DLBCL IkBa-CBG/CBR reporter, luminescence ratio, 4 h; active = well fitted inhibition curve with a large enough effect in the signal ratio, with a control signal flat, not every such curve was filed as active; inconclusive = small, poorly fitted or top-dose-only effect, or effect the other way, or a change in a side signal; the % refers to the signal ratio;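 note: potency is the fitted concentration of half-maximal effect; plate controls were basal doxycycline-induced cells for no effect and cells given 10 µM MG132 for full effect; MG132 reads +100%, hits lower the ratio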
#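 TMD8 human ABC-DLBCL cells with doxycycline-inducible IκBα–green luciferase fusion and unfused red luciferase, in 0.5% FBS medium; compounds up to 46 uM, 4 h at 37C. Green/red luminescence ratio, filter-overlap corrected, fitted to concentration-response curves.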
# B2AR arrestin – recruits beta-arrestin to the human beta2-adrenergic receptor; P07550; beta-arrestin recruitment to beta2AR, cell-based reporter; Potency, µM (doses to about 46.1 µM), for the others: top-dose activation, most hits filed as activators; 330,000 tested, 0.02% active;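 note: potency is the fitted concentration of half-maximal effect; 0% = DMSO controls and full agonism = EC100 isoproterenol or metaproterenol; nearly all actives have a fitted effect of over 65% in size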
# Giardia kill – Giardia lamblia killing | Giardia lamblia trophozoite viability | activity change, % at 7.66 µM, hits read low | 340,000 tested, 0.15% active; in the data active = activity change below about -80%; inconclusive = between about -30% and that limit;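 note: parasites exposed to compound for two days anaerobically before the ATP read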
#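 ATP-content bioluminescence gauges trophozoite survival. Cells (100/well) receive compound and incubate anaerobically for 48 hrs at 37 deg C; detection reagent follows for 15-30 min at room temperature.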
# PKM2 act – activators of human pyruvate kinase M2; AID 1631; 260,000 tested, 0.34% active; purified PKM2, Kinase-Glo ATP luminescence, activation; response scale: 0% is enzyme alone, no compound; Potency, µM (highest dose often 57.5 µM), for inactives: at the highest dose activation, hits mostly activators; note: potency is the fitted concentration of half-maximal effect; nearly all actives have a fitted effect of over 55% in size
# Target sequence (P14618 whole entry, looked up): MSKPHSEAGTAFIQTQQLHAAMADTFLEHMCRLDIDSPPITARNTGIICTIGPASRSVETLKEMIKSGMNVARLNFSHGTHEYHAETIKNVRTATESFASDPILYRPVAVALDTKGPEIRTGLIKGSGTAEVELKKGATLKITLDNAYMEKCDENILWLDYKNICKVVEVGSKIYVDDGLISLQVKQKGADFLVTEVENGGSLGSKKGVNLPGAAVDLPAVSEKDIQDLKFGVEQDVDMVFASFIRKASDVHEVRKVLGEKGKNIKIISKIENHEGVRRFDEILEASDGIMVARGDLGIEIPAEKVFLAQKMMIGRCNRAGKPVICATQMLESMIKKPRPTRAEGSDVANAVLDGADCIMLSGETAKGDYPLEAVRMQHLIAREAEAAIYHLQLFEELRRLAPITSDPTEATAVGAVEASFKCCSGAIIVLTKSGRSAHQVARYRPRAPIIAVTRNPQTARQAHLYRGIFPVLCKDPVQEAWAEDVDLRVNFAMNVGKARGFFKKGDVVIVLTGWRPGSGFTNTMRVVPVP
#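 Purified hPK-M2 (>95%) run at intermediate activity with 0.1 mM ADP and 0.5 mM PEP in 50 mM imidazole pH 7.2, KCl, MgCl2; 1 h room temperature. ATP formed read by Kinase-Glo luminescence; normalized to uninhibited and no-enzyme controls.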
# FBPA coupling cs – inhibits coupling enzyme system, counter-screen for aldolase hits. activity change, negative = inhibition, % at 58.2 µM, hits read low. AID 2472. 290,000 tested, 0.67% active. coupling enzyme system counterscreen, AmpLite Red fluorescence; in the data active = activity change below about -30%
#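 Counterscreen of the coupled detection system alone, without aldolase: glyceraldehyde-3-phosphate coupling enzymes plus AmpLite Red readout. Compounds at 57.5 uM final, 10 min RT preincubation, 20 min RT reaction, fluorescence 525/598 nm.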
# USP2a inh – inhibitors of human ubiquitin-specific protease USP2a; USP2 core, Ub-CHOP2 coupled fluorogenic reporter, 485/531; Potency, µM (series often up to 38.3 µM), without a hit: top-dose activity change, negative = inhibition, hits mostly inhibitors; O75604; 330,000 tested, 0.01% active;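 note: potency is the fitted concentration of half-maximal effect; plate controls were DMSO wells for no effect and full inhibition by NEM control for full effect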
#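 USP2 core (10nM final) preincubated 30min RT with compound in 20mM Tris-HCl pH 8.0, 2mM CaCl2, 2mM beta-mercaptoethanol, 0.05% CHAPS; 25nM Ub-CHOP2 plus 25nM reporter substrate added, fluorescence (Ex485/Em531) read after 60min.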
# hERG WT inh – KCNH2 (human, wildtype) channel inhibition | activity change, % at 1.84 µM | U2OS, BacMam KCNH2, thallium flux FluxOr; hits give low values | 340,000 tested, 0.37% active | Q12809;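 active = maximum activity change below -70%; inconclusive = maximum activity change between -70% and -50%; inactive = maximum activity change above -50%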
#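 U2OS cells were transduced with wild-type KCNH2 virus (2.03 x 10^8 / mL) for 4 h at room temperature, then cultured overnight at 37 C. Thallium flux was read with FluxOr dye. Rate constants were normalized to DMSO controls.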
# An asterisk follows results filed as active; ? = inconclusive; . = not tested or not shown; & = joins results of further samples; [ ] = remark or other dose. Unless noted, calls come from the whole dose curve; as a rule, active = well fitted curve in the direction sought with a large enough effect; inconclusive = small, poorly fitted or top-dose-only effect, or another doubt; inactive = no such curve, though single readings can be large; an effect the other way counts as inactive or inconclusive. Unless noted, % is set by controls: 0 for no effect and ±100 for the full control effect.
SMILES	GALK inh	Eya2 phos inh	FBPA coupling cs	hERG WT inh	uPA generation	B2AR arrestin	USP2a inh	PKM2 act	Giardia kill	KCNH2 3.1 block	BCR signal inh
CCSc1nnc(NC(=O)C(CC)Oc2ccccc2)s1 (stereo not given)	4.5%	7.3%	1.9	-44.4	6.4%	0.5%	-2.2%	-2.1%	-11.7	26.1	0.1%
COc1ccc(-c2noc(-c3ccccc3-c3ccccc3)n2)cc1OC	2.3%	-23.5%	0.8	-1.2	9.9%	-0.1%	-3.6%	-5.4%	7.2	-1.4	?
COc1ccc(-c2nnc(SCCC(=O)O)n2-c2ccccc2)cc1	-0.1%	17.3%	11.4	-19.6	.	0.3%	1.1%	-1.0%	-9.2	-1.6	5.8%
Cc1ccc2nc(C)cc(Cl)c2c1	15.1%	5.1%	0.5	-0.4	15.9%	0.0%	1.9%	0.7%	5.5	-2.9	-3.2%
CCC(c1nnnn1CCOC)N1CCN(C(=O)c2ccco2)CC1 (stereo not given)	-1.7%	-3.8%	-0.7	-4.3	4.9%	-1.8%	0.1%	11.8%	-5.6	31.0	5.0%
O=C(CSc1nc2ccccc2s1)Nc1ccc(Cl)c(S(=O)(=O)N2CCOCC2)c1	-2.1%	-10.5%	0.1	-2.1	-7.4%	-0.9%	2.9%	8.1%	5.8	-2.8	4.5%
O=C(Nc1cccn2ncnc12)c1ccc(Cl)cc1Cl	-0.7%	-7.5%	-3.5	-19.3	-0.3%	-1.3%	0.1%	-2.7%	1.2	0.2	0.7%
O=C(OCC(=O)N1CCCC1)c1ccc(S(=O)(=O)N2CCOCC2)cc1	-1.1%	-5.0%	0.6	3.2	0.4%	0.0%	0.8%	-0.5%	1.2	2.3	2.5%
COC(=O)C1=C(C)N=C2SCCC(=O)N2C1/C=C/c1ccccc1 (stereo not given)	1.2%	5.0%[15.4 µM]	0.9	1.3	7.6%	-0.3%	-4.7%	5.9%	-20.6	1.4	?
CCOC(=O)c1cc(-c2ccccc2)nn1Cc1cc(CC)no1	.	-16.8%	.	-2.8	-2.3%	0.3%	-13.6%	.	-26.7	-7.1	-11.7%
C=CCN(CC=C)C(=O)Cn1cnc([N+](=O)[O-])n1	0.5%	-2.6%	-0.3	-0.4	-3.5%	-0.3%	1.3%	3.1%	-12.5	1.0	4.5%
Cc1ccc(-n2[nH]c(C)c(/C=N/N3C(=O)c4cccc5cccc(c45)C3=O)c2=O)cc1	3.7%	16.0%	8.1	1.2	-8.7%	-0.9%	0.2%	-32.5%	13.5	-13.3	16.6%
O=C(Nc1cccc(-n2cnnn2)c1)c1cc(Cl)nc(Cl)c1	2.7%	-2.3%	-4.0	-6.8	-6.3%	0.3%	4.3%	.	-9.5	-0.6	-4.5%
Cc1ccc(Cn2c(/C=C/c3ccco3)nc3ccccc32)cc1	-0.4%	-18.7%	-2.3	15.2	16.9%	?	-0.4%	7.8%	4.3	-29.1	4.1%
Cc1ccc(NC(=S)C2=C(O)c3sccc3N(C)S2(=O)=O)cc1	0.0%	-6.7%	13.6	-6.0	-5.7%	0.1%	6.7%	0.0%	0.5	-1.5	?
NC(=O)CN1C(=O)NC(c2ccccc2)(c2ccccc2)C1=O	11.7%	-7.5%	1.8	2.4	3.6%	-0.1%	1.1%	-0.5%	10.5	4.8	-5.9%
COc1ccc(CCNC(=O)CN(C)S(=O)(=O)c2cccc3nsnc23)cc1OC	1.5%	5.0%	7.5	0.9	-0.5%	-0.2%	-0.4%	-3.3%	11.1	-0.1	-1.8%
Cc1ccc(S(=O)(=O)CCC(=O)OCC(=O)Nc2cc(F)ccc2C)cc1	.	-5.5%	.	-5.3	11.3%	0.4%	0.0%	.	2.8	13.4	6.0%
Cc1cc(OCC(=O)NNC(=O)c2cccnc2)cc(C)c1Cl	-1.4%	3.2%	.	-8.3	11.6%	-0.1%	2.0%	.	33.3[activator]	21.4	-4.4%
CCCNC(=O)c1ccc(Cn2cc(-c3ccc(OC)cc3)nc2C(C)N)cc1 (stereo not given)	.	2.7%	.	33.7	-6.4%	0.2%	0.6%	.	34.6[activator]	-17.5	7.2%
CC1CCCN(c2ccc(C(=O)NCc3cccs3)cn2)C1 (stereo not given)	-3.9%	-3.0%	-1.8	3.6	-17.3%	-0.3%	1.3%	-1.4%	2.5	8.1	?
COc1ccc(NC(=O)c2ccc(-c3ccc(-c4noc(C)n4)cc3C)cc2)cc1N1CCN(C)CC1	.	-9.1%&-9.1%	-0.8	8.3	?	0.1%	-7.5%	.	3.5	-86.7*	?
CC1(C)CC(=O)C2=C(C1)OC(c1ccncc1)C(C#N)=C2N (stereo not given)	-0.4%	-12.6%	1.0	-3.8	1.7%	0.1%	-0.3%	-10.1%	-26.8	-0.6	11.1%
CCN(CC)C(=O)CSc1nnc(CCCCCNC(=O)OC(C)(C)C)o1	1.5%	-4.5%	5.1	4.1	0.4%	-0.4%	4.4%	-2.1%	0.0	6.1	-1.8%
O=S1(=O)CCC(NC(=S)SCc2ccccc2Br)C1 (stereo not given)	-3.2%	-11.2%	-0.4	-9.7	-10.7%	0.0%	-3.7%	-6.4%	-20.0	-3.1	?
Cc1cc(Cl)ccc1NC(=S)NCCc1ccc(Cl)cc1	0.0%	-16.9%	1.8	4.9	4.0%	5.4%	-4.4%	-6.0%	-1.0	-23.5	-6.7%
CC(Cc1cccs1)NC(=O)Nc1ccc([N+](=O)[O-])cc1 (stereo not given)	-7.6%	-17.8%	1.7	.	-6.8%	0.0%	-0.9%	2.9%	-11.4	5.5	5.9%
C#CCOCCOCCOCCNc1nc(N2CCN(C(=O)[C@H]([C@@H](C)CC)n3cc([C@@H](N)CC(C)C)nn3)CC2)nc(N2CCN(C(=O)[C@H](CCCCN)n3cc([C@@H](N)CC(C)C)nn3)CC2)n1	0.0%	11.5%	-0.2	-4.8	4.7%	-0.4%	-1.3%	-0.7%	-5.4	46.2	4.0%
CCc1ccccc1NC(=O)CN1CCN(C(=O)CNC(=O)c2ccc(-c3ccccc3)cc2)CC1	.	3.9%	.	7.8	3.16µM*	-0.8%	-1.8%	.	9.9	-17.1	-1.4%
CC(=O)Nc1ccc(S(=O)(=O)N(Cc2cccnc2)Cc2cc3ccc(C)cc3[nH]c2=O)cc1	-4.0%	-9.4%	.	18.7	-1.5%	0.0%	-0.2%	.	0.3	-0.8	-0.1%
CCc1nnc(NC(=O)COc2ccc3ccccc3c2)s1	-0.2%	3.5%	0.2	5.1	-0.5%	4.4%	0.1%	.	0.0	0.0	1.0%
COCCN(C(=O)c1cc2c(s1)CCC2)c1c(N)n(CC(C)C)c(=O)[nH]c1=O	.	6.6%	.	0.0	-2.6%	-0.3%	3.7%	.	-22.6	5.3	0.5%
Cc1cc(=O)oc2cc(OCC(=O)NCC3CCCO3)ccc12 (stereo not given)	0.0%	2.7%	0.4	9.1	8.5%	-0.1%	-0.9%	0.5%	12.9	-5.4	-2.5%
CCOC(=O)c1c(NC(=O)C2COc3ccccc3O2)sc(C(C)=O)c1C (stereo not given)	0.4%	0.9%	5.9	-33.5	-1.5%	-0.3%	-1.7%	0.3%	14.0	-9.2	?
COc1cc(CN2CCNC(=O)C2CC(=O)NC2CCC2)cc(OC)c1 (stereo not given)	-3.0%	-2.9%	.	-30.2	2.3%	-0.3%	3.8%	.	13.8	3.0	0.3%
Cc1ccc(CSCCNC(=O)c2ccc(NS(C)(=O)=O)cc2)cc1	0.4%	0.8%	1.3	7.4	1.8%	-0.3%	3.5%	-10.3%	11.3	-18.5	-6.6%
Clc1ccc(CNCCCSc2ncccn2)cc1	2.1%	-8.3%	1.2	5.6	-0.1%	-0.4%	0.6%	-1.6%	5.1	-8.7	?
Cc1cc(N)n2ncc(-c3cccc(Br)c3)c2n1	1.9%	-22.5%	-1.1	0.5	-11.9%	0.0%	1.2%	3.5%	0.8	10.5	?
O=C(NCc1ccccc1)c1ccc2c(c1)S(=O)(=O)c1cc(Cl)ccc1C2=O	.	-10.1%	.	5.4	-0.3%	0.5%	9.2%	.	9.2	-8.1	-0.7%
O=C(Nc1ccccc1F)c1ccc(Cn2cc(Br)cn2)cc1	-3.0%	-4.9%	0.6	-5.8	-6.1%	0.2%	0.6%	-1.4%	-1.0	-2.2	?
CCOc1ccc(N2C(=O)S/C(=C\c3cccn3C)C2=O)cc1	0.6%	-8.3%	-0.4	-6.0	1.1%	-0.5%	-0.7%	4.9%	-4.9	-18.7	-0.4%
O=[N+]([O-])c1ccccc1S(=O)(=O)N1CCN(Cc2ccc3c(c2)OCO3)CC1	0.6%	-3.5%	0.2	-10.9	-5.0%	0.1%	1.2%	20.6%	3.9	-8.5	-0.6%

# Compound activity: PubChem BioAssay, National Center for Advancing Translational Sciences (NCATS)
